West Nile virus CPE – inhibition of WNV-induced cytopathic effect – cell-based, CPE readout (AID 1621); West Nile virus-infected cells, CPE inhibition; higher % means a stronger effect; one-dose CPE inhibition, % at 10 µM; IC50 in µM for titrated hits; 290,000 tested, 0.02% active; in the data active = a potency from the dose series; inconclusive = CPE inhibition mostly from about 3.7% at the one dose, without a potency; inactive = the rest, 99 in 100 with CPE inhibition below about 2.2%; also: strong numbers were not always called active
PMI inhibitors – MPI enzyme activity inhibition – biochemical, fluorescence intensity, coupled assay, primary screen (AID 1209). one-dose inhibition, % at 20 µM; IC50 in µM for titrated hits. purified PMI enzyme, coupled fluorescence intensity; higher % means a stronger effect. 190,000 tested, 0.42% active;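 also: plate controls were DMSO vehicle for no effect and wells lacking substrate for full effect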
T cell modulator – T cell immune modulation candidate; 2C CD8+ T cell-vesicle binding, flow cytometry; hits give low values; calls only at 7 µM; 330,000 tested, 0.068% active; AID 2052;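 active = response, share of CD8 T cells binding vesicles, and their 90th percentile fluorescence all below set limits, cut at about 80% in these data, passing the limit was not always enough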
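Material: 2C TCR transgenic mouse naive CD8+ T cells, MACS-purified. Also added: QL9-charged Drosophila Ld/ICAM-1/B7-1 vesicles. Timing: binding 1.5 h at 37 °C. Measured by: high-throughput flow cytometry with anti-B7-1 and anti-CD8 staining. Read-out: percent CD8+ FL2 mean versus row control. Controls: Unloaded micro-vesicles (low), QL9 vesicles with 0.7% DMSO (high).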
TNAP activation fold – stimulation of alkaline phosphatase TNAP activity – biochemical, luminescent, no phosphate acceptor, uHTS, primary screen (AID 1001); purified TNAP, luminescent activation assay, no phosphate acceptor; higher activation fold means a stronger effect; activation fold at 20 µM, or EC50 in µM where a hit was titrated; 200,000 tested, 0.03% active; in the data active = activation fold from about 3, or a potency from the dose series; inactive = the rest, 99 in 100 with activation fold below about 1.6; also: many of its hits are not listed in these tables
M17LAP inhibition – P. falciparum M17LAP inhibitors, primary screen, biochemical, fluorogenic H-Leu-NHMec substrate, 1536-well (AID 1619); 220,000 tested, 0.38% active; one-dose inhibition, % at 30 µM; IC50 in µM for titrated hits; recombinant M17LAP, H-Leu-NHMec fluorogenic kinetic assay; higher % means a stronger effect;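 active = compound inhibiting the enzyme by more than half at any dose during confirmatory dose-response retesting; inconclusive = strong single-dose inhibitors picked by rank but not retested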;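 also: plate controls were full reaction with DMSO carrier for no effect and no enzyme background for full effect; strong numbers were not always called active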
RSV antiviral HEp-2 – inhibition of RSV-induced cytopathic effect – HEp-2 cells, primary 10 µM value included (AID 2391); CPE inhibition, % at 10 µM; hits with a dose series show IC50 in µM; HEp-2 cells, RSV-induced CPE inhibition; higher % means a stronger effect; 310,000 tested, 0.13% active; in the data active = a potency from the dose series; inconclusive = CPE inhibition mostly from about 23% at the one dose, without a potency; inactive = the rest, 99 in 100 with CPE inhibition below about 21%; also: strong numbers were not always called active
P. falciparum M1AAP – P. falciparum M1AAP inhibitors, biochemical, fluorogenic H-Leu-NHMec substrate, 1536-well (AID 1445). recombinant M1AAP, H-Leu-NHMec fluorogenic kinetic assay; higher % means a stronger effect. one-dose inhibition, % at 30 µM; IC50 in µM for titrated hits. 220,000 tested, 0.42% active;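 active = primary inhibition above the hit cutoff, then over 50% inhibition at one or more dose response concentrations, cut at about 23% in these data, passing the limit was not always enough; inconclusive = conflicting primary data, or primary hits not chosen for dose response; inactive = low primary inhibition, or under 50% at every dose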;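 also: plate controls were DMSO full reaction for no effect and no enzyme background for full effect; strong numbers were not always called active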
K1F lysis inhibition – inhibition of K1F phage lysis, E. coli UTI89, bacterial capsule biogenesis inhibitors, alamar blue (AID 488966). 340,000 tested, 0.02% active. inhibition, % at 100 µM; hits with a dose series show IC50 in µM. E. coli UTI89 K1F phage lysis, alamar blue, 2 h; higher % means a stronger effect;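 active = phage lysis inhibition, versus mean bacterial control, above a set limit; inconclusive = no clear call, values can overlap the other calls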;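 also: capsule biogenesis inhibitors block K1F phage lysis so surviving cells raise fluorescence; higher fluorescence means more inhibition of phage lysis; actives were called in the ten point dose series up to 300 µM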
human PMI inhibitors – human PMI inhibitors, high substrate, primary screen, biochemical, fluorescence intensity, high mannose 6-phosphate (AID 1220); one-dose inhibition, % at 20 µM; IC50 in µM for titrated hits; recombinant PMI enzyme, coupled fluorescence intensity; higher % means a stronger effect; 190,000 tested, 0.66% active
T cell modulator vesicle-bound % – second read-out of T cell modulator, no call of its own (marks repeat the call); double positive events, %; measured here: CD8+ vesicle-bound cell fraction;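 binding gate set so that unloaded-vesicle control wells show 10% double positive cells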
The depositor's hits bear a star; i = inactive; ? = inconclusive; . = no result given; [ ] = remark or other dose. Rule as the data show it, unless noted: active = inhibition above about 50%; inactive = the rest.

SMILES | West Nile virus CPE | PMI inhibitors | T cell modulator | T cell modulator vesicle-bound % | TNAP activation fold | M17LAP inhibition | RSV antiviral HEp-2 | P. falciparum M1AAP | K1F lysis inhibition | human PMI inhibitors
COc1ccccc1NC(=O)c1cc[n+](C)cc1 | -0.1% | . | i | 58 | . | . | 2.5% | . | 1.5% | .
COc1cc(OC)cc(C(=O)N[C@H](C(=O)Nc2nc3ccccc3[nH]2)C(C)C)c1 | -0.1% | 15% | . | . | 1 | 3% | . | 0% | 0.1% | 24%
O=C(CN(C(=O)c1csnn1)c1cccc(C(F)(F)F)c1)NCc1ccc(F)cc1 | -0.8% | . | i | 17 | . | . | 2.4% | . | -0.1% | .
COc1cc(/C=C(/C#N)c2ccc(C)cc2)ccc1Oc1ccc([N+](=O)[O-])cn1 | 0.6% | 17% | i | 64 | 1.1 | 3% | 17% | 12% | 3.2% | 16%
Cc1ccc(OC(C)C(=O)N2CC(=O)Nc3ccccc32)cc1 (stereo not drawn) | 0.1% | . | i | 12 | . | . | -0.1% | . | -0.3% | .
O=C(Nc1ccc(-c2nc3ccccc3c(=O)o2)cc1)c1ccco1 | 0.1% | -4% | i | 52 | 1.1 | 21% | 1.7% | 7% | 0.5% | -15%
N#CCSc1nnc(CNc2cccc(Cl)c2)o1 | -1.3% | -11% | i | 51 | 1.1 | 7% | 0.6% | -2% | 7.8% | -3%
Cc1ccc(Cc2nc(-c3cccnc3)no2)cc1 | -0.2% | 0% | i | 64 | 0.9 | 9% | 4.9% | 7% | 0.3% | -15%
O=C(O)CCS(=O)(=O)c1nc(-c2cccs2)cc(C(F)(F)F)n1 | 0.1% | -5% | i | 26 | 1.1 | -7% | . | 7% | -2.0% | -10%
CCOC(=O)CNC(=S)N(CCCN1CCCC1)Cc1cccs1 | 1.1% | -4% | i | 47 | 1.2 | 2% | -1.0% | 1% | -0.5% | -1%
CCn1c(SCC(=O)c2ccc(NC(C)=O)c(OC)c2)nnc1-c1ccc(NS(C)(=O)=O)cc1 | 0.8% | 8% | i | 8 | 1.1 | 13% | 1.9% | 4% | 3.5% | -4%
CCN1C(=O)CS/C1=N\c1nccs1 | 0.1% | 7% | i | 38 | 1.1 | 10% | 2.2% | 3% | 0.5% | 8%
O=C(Nc1ccon1)Nc1cc(Cl)ccc1Cl | -0.9% | . | i | 17 | . | . | 8.6% | . | -0.1% | .
Cn1c(CN2CCN(CC#N)CC2)c(C#N)c2ccccc21 | -0.2% | 6% | i | 45 | 1.1 | 3% | -0.4% | -6% | 1.7% | 3%
Cc1ccccc1NC(=O)c1nn(-c2ccc(F)c(F)c2)ccc1=O | 0.0% | 8% | i | 42 | 1.1 | -4% | 0.8% | 1% | 0.6% | 5%
O=S(=O)(CCn1cccc1)CCn1cccc1 | 0.0% | 4% | i | 34 | 1.1 | -4% | 0.0% | 2% | 3.1% | -2%
Cc1ccc(NC(=O)N2CCCCCC2)cc1C | 1.4% | . | i | 45 | . | . | 2.5% | . | 1.3% | .
CCOc1cc(/C=N/N=C2/NC(=O)C(CC(=O)O)S2)ccc1OCc1ccccc1Cl (stereo not drawn) | -0.1% | 3% | i | 16 | 1.2 | 34% | ? | 16% | -0.1% | -5%
O=C(CS(=O)(=O)c1ccc2ccccc2c1)Nc1ccccc1Cl | -0.2% | 8% | i | 9 | 1.1 | -2% | 2.7% | 2% | 0.2%[50 µM] | 3%
O=c1cc(CN2CCc3ccccc32)nc2sccn12 | 0.3% | -54% | i | 60 | 1.3 | -2% | 0.7% | 6% | 2.0% | -83%
CCN(CC)CCCNC(=O)c1ccc2c(=O)n(Cc3ccc4c(c3)OCO4)c(=S)[nH]c2c1 | 0.3% | -9% | i | 37 | 1.1 | 6% | -3.0% | 2% | 0.2% | 4%
Cc1cc(Nc2ccccc2)nc(N)n1 | -0.3% | 3% | i | 48 | 1 | 12% | -1.2% | 1% | -0.4% | 4%
COc1ccc(CCN(Cc2cccs2)S(=O)(=O)c2ccc(-n3cnnn3)cc2)cc1OC | . | . | i | 34 | . | -4% | 1.1% | -1% | 3.4% | .
COC(=O)N/N=C/c1cn(CCOc2ccc(OC)cc2)c2ccccc12 | 0.5% | . | i | 14 | . | . | -0.7% | . | 0.0% | .
Cc1ccc(NC(=O)CCc2nc3ccccc3[nH]2)cc1C | -0.2% | . | i | 53 | . | 2% | 1.4% | 1% | 3.4%[50 µM] | .
(listing goes on)
SMILES | West Nile virus CPE | PMI inhibitors | T cell modulator | T cell modulator vesicle-bound % | TNAP activation fold | M17LAP inhibition | RSV antiviral HEp-2 | P. falciparum M1AAP | K1F lysis inhibition | human PMI inhibitors
Cc1cc(N2CCOCC2)n2nc(C(F)(F)F)c(-c3ccccc3)c2n1 | 0.6% | . | i | 34 | . | . | 2.8% | . | 2.3%[50 µM] | .
FC(F)(F)c1nnc2c(Sc3ccccc3)nc3ccc(Cl)cc3n12 | -1.7% | -4% | i | 48 | 1 | 3% | -0.4% | 4% | 0.6% | -3%
Cc1ccc(-n2ccc(=O)c(C(=O)Nc3ccc(S(=O)(=O)Nc4nccs4)cc3)n2)cc1 | 0.0% | . | i | 27 | . | . | 2.0% | . | 0.1% | .
CCNC(=S)NNC(=O)c1cc(-c2cccnc2)nc2ccccc12 | 0.0% | -16% | i | 26 | 2.5 | 22% | 1.3% | -12% | 0.3% | -12%
O=[N+]([O-])c1ccc(N/N=C/c2sc(N3CCOCC3)nc2-c2ccccc2)c(S(=O)(=O)Nc2ccc(Cl)cc2)c1 | ? | -7% | . | . | 0.5 | 0% | . | 1% | -0.5% | -4%
COCCn1c(=O)[nH]c2cc(C(=O)NCCN3CCN(c4ccc(OC)cc4)CC3)ccc2c1=O | 0.1% | 12% | i | 23 | 1 | 8% | -0.6% | 6% | -0.6% | 31%
O=C(O)C1CC=CCC1C(=O)NCCCCc1ccccc1 (stereo not drawn) | 0.2% | -3% | i | 1 | 1.1 | 5% | 3.6% | 2% | 1.1% | -7%
COc1ccc(N2C(=O)/C(=C\c3ccco3)N=C2SCC(=O)NC(C)C)cc1Cl | -0.1% | 22% | i | 53 | 1.1 | -3% | 1.8% | 4% | 1.3%[50 µM] | 18%
CCCNS(=O)(=O)c1ccc(CCC(=O)N2CCCCC2)cc1 | -0.7% | 0% | i | 50 | 1.1 | 3% | 1.2% | -1% | 0.8% | 1%
O=C(CSc1nnnn1-c1cccc(C(=O)O)c1)NC(c1ccccc1)c1ccccc1 | 0.4% | -2% | i | 52 | 1.1 | 7% | 1.9% | 0% | 0.1% | 5%
Cc1ccc(CSc2nc3c(c(SCC(=O)O)n2)CCCC3)cc1 | 0.5% | 6% | i | 44 | 1.1 | 12% | 5.8% | 15% | -0.3% | 5%
N#Cc1nc(N2CCCC2)nc(N2CCCC2)n1 | ? | 2% | i | 52 | 1 | -13% | 5.6% | 3% | 2.0% | 2%
CCn1nc(NS(=O)(=O)c2ccc(NC(C)=O)cc2)c2cc3cccc(C)c3nc21 | -0.2% | . | i | 64 | . | . | 12% | . | 0.0% | .
CCc1ccc(/C=N/NC(=O)c2ccc(OC3CCCC3)cc2)s1 | 0.1% | 1% | i | 40 | 1.1 | -14% | 2.6% | -7% | 1.2% | 3%
Cc1nn(Cc2ccccc2)c(Cl)c1C(=O)OC1CCOC1=O (stereo not drawn) | 0.0% | 0% | i | 55 | 1.1 | 3% | 2.1% | 5% | 0.3% | -4%
CSc1nnc(NC(=O)C23CC4CC(CC(C4)C2)C3)s1 | 0.5% | . | i | 49 | . | . | 9.8% | . | 0.4% | .
COC(=O)C1=C(C)NC(=S)NC1/C=C/c1ccccc1 (stereo not drawn) | -0.8% | 6% | i | 12 | 1.1 | 13% | 16% | -6% | -0.2% | 2%
C1=C(CCNCC2CCCCC2)CCCC1 | . | -7% | i | 8 | 1.1 | -7% | -0.6% | 3% | 2.4% | -6%
Cc1cccc(Cc2c(C)nc3c(C(=O)NCc4ccco4)cnn3c2C)c1 | ? | 2% | i | 24 | 1 | 0% | . | 20% | -1.9% | -4%
CCc1nnc(NC(=O)CN2CCN(S(C)(=O)=O)CC2)s1 | -0.8% | . | i | 7 | . | . | 0.7% | . | 1.1%[50 µM] | .
Fc1ccc(-c2nnc(-c3ccc(Cl)cc3)o2)cc1 | 0.0% | -2% | i | 29 | 1.1 | -5% | 1.0% | -3% | 0.5% | 2%
CC(C)C[C@H](NC(=O)C1CC(=O)N(c2ccc(F)cc2)C1)C(=O)N1CCCCC1 (stereo partly drawn) | 0.0% | . | i | 25 | . | . | 1.4% | . | 0.1% | .
O=C(c1ccco1)N1CCN(S(=O)(=O)Cc2ccccc2Cl)CC1 | 0.1% | 0% | i | 36 | 1 | -4% | 1.0% | -2% | -0.4% | 26%

Bioassay records as filed in PubChem.
